# Screens: PubChem BioAssay, several laboratories
# Mcl1-Noxa inh: disrupts binding of human Mcl-1 to Noxa peptide | Q07820 | TR-FRET Mcl-1/Noxa peptide binding, 2 h | inhibition, % at 21.7 µM | 220,000 compounds, 1.5% hits;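 active = compounds that cut the protein-peptide binding signal by more than 50% relative to plate controls in a single-dose test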;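 also: His-tagged Mcl-1 with rhodamine Noxa BH3 peptide and terbium anti-His antibody; 0% = Mcl-1 plus Noxa peptide wells and 100% = peptide-only wells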
# Target sequence (Q07820 whole entry, looked up): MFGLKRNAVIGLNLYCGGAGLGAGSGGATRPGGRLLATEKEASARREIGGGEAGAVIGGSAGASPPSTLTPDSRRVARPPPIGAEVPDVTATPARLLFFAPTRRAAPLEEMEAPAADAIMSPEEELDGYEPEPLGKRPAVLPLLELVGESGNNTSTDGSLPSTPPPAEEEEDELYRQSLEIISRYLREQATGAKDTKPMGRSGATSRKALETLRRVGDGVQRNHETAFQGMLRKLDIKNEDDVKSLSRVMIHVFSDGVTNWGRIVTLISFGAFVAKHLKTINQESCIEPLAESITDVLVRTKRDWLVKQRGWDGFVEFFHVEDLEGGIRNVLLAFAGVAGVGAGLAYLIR
# Avidin bead fluor: compound fluoresces at 488/530 nm on avidin beads; fluorescence (KMESF) at 10 µM; 220,000 compounds, 0.38% hits; compound fluorescence 488/530 nm, flow cytometry; stronger effect = higher value; in the data active = fluorescence above about 47; also: inactives centre near 10
# Rab2A wt mod: changes GTP binding to wildtype dog Rab2A, up or down. P61105. GST-Rab2 wt beads, Bodipy-GTP binding, flow cytometry. GTP binding activity, % at 10 µM. 190,000 compounds, 0.19% hits. AID 760;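 active = GTP binding activity at least 20 points away from 100%, either lowered or raised; inconclusive = signal likely due to the compound's own green fluorescence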;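 also: 0% = beads with excess unlabeled GTP and 100% = no-compound control corrected for plate trend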
# Rac1 mut GTP: human Rac1 activated mutant GTP binding change | P63000 | GST-Rac1 activated beads, fluorescent GTP binding, flow cytometry; actives lie on both sides; 100% means binding = to untreated wells | percent activity (GTP binding), % at 10 µM | 190,000 compounds, 0.11% hits;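 active = GTP binding at least 20 percentage points away from the 100% baseline, in either direction, so actives lie on both sides; inconclusive = Compound likely fluorescent itself, or too few beads counted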
# Cdc42 wt GTP: modulators (inhibitors or activators) of GTP binding to human Cdc42 wildtype. P60953. GST-Cdc42 beads, Bodipy-GTP binding, flow cytometry; actives lie on both sides. percent activity (GTP binding), % at 10 µM. 190,000 compounds, 0.2% hits. AID 761;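 active = percent activity GTP binding at least 20 points away from the 100% baseline, either down as inhibitor or up as activator; inconclusive = compound flagged as likely green fluorescent from well-wide comparison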;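 also: median bead fluorescence of bound Bodipy-FL-GTP at 100 nM; 0% = excess unlabeled GTP control and 100% = no compound control; below 100% means less GTP binding so inhibitor and above means activator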
# Target sequence (P60953 whole entry, looked up): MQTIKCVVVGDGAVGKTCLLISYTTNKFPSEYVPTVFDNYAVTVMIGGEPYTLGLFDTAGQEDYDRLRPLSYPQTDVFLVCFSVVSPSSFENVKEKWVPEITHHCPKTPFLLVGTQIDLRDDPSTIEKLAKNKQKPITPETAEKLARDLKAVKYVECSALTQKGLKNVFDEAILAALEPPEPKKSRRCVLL
# ABCB1 block: human ABCB1 inhibition, ABCG2 as counter-screen. P08183. CCRF-Adr cells, JC-1 efflux, flow cytometry. inhibition, % at 6.6 µM. 190,000 compounds, 0.067% hits. AID 1326; in the data active = inhibition above about 40%;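 also: 0% = vehicle and 100% = reference inhibitor; higher value means more JC-1 retained so stronger ABCB1 efflux block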
# Rab7 wt GTP bind: alters GTP binding to wildtype dog Rab7; GST-Rab7 beads, fluorescent GTP binding, flow cytometry; actives lie on both sides; untreated = 100%, excess cold GTP = 0%; GTP binding activity (percent of control), % at 10 µM; 190,000 compounds, 0.055% hits;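 active = fluorescent GTP binding to Rab7 beads changed by at least 20 points from the 100% baseline, either direction, mostly lower; inconclusive = compound itself probably fluorescent, or too few beads counted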;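 also: median green fluorescence of bound Bodipy-FL-GTP per Rab7 bead population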
# Pf gametocyte: kills late stage P. falciparum gametocytes; P. falciparum stage V gametocytes, ATP luminescence, 24 h; inhibition, % at 10.9 µM; 150,000 compounds, 0.065% hits;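 active = inhibition above the mean plus 3 SD of compounds within the control limits, set per campaign, cut at about 38% in these data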;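 also: 0% = DMSO wells and 100% = medium only without gametocytes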
# HRas wt GTP bind: human HRas wildtype GTP binding, change in either direction; P01112; GST-Ras wt beads, Bodipy-FL-GTP binding, flow cytometry; actives lie on both sides; GTP binding activity, % at 10 µM; 190,000 compounds, 0.14% hits;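 active = GTP binding activity at least 20% away from the 100% baseline, either lowered as inhibitor or raised as activator; inconclusive = flagged as likely green fluorescent, judged across all proteins in the well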;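 also: 0% = unlabeled GTP competition control and 100% = no-compound control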
# Target sequence (P01112 whole entry, looked up): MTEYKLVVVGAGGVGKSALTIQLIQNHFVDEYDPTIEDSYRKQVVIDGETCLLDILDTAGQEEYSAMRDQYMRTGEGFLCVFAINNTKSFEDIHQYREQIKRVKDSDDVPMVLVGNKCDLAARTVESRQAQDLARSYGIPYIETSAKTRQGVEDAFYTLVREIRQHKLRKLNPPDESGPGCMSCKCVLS
# Rac1 wt modul: alters GTP binding to wildtype human Rac1; P63000; GST-Rac1 beads, fluorescent GTP binding, flow cytometry; actives lie on both sides; 0 = cold GTP competed, 100 = untreated; GTP binding activity (% of control), % at 10 µM; 190,000 compounds, 0.27% hits; AID 757;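 active = GTP binding activity at least 20 points away from the 100% control level, either lower or higher; inconclusive = compound flagged as likely green fluorescent, judged across all proteins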
# ABCG2 block: inhibitors of human ABCG2 transporter, ABCB1 counter-screen. IgMXP3 cells, JC-1 efflux, flow cytometry. inhibition, % at 6.6 µM. 190,000 compounds, 0.1% hits;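 active = inhibition above 80%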;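 also: 0% = DMSO and 100% = nicardipine control wells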
#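 Test system: ABCG2 IgMXP3 and barcoded ABCB1 CCRF-Adr cell mix; Schedule: cells with compound and JC-1, 10 min at 25 °C, rotating, no wash; Technique: flow cytometry of retained JC-1 fluorescence; Measure: % inhibition of efflux relative to nicardipine and DMSO; Controls: nicardipine high and DMSO low controls.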
# An asterisk follows results filed as active; u = inconclusive; x = no result given.
# Field names: A = Mcl1-Noxa inh; B = Avidin bead fluor; C = Rab2A wt mod; D = Rac1 mut GTP; E = Cdc42 wt GTP; F = ABCB1 block; G = Rab7 wt GTP bind; H = Pf gametocyte; I = HRas wt GTP bind; J = Rac1 wt modul; K = ABCG2 block
COc1ccc(C2C(C(=O)N3CCOCC3)c3ccccc3C(=O)N2c2ccc(OC)cc2)cc1 (stereo not given)
  A: -5	B: 12	C: 95	D: 96	E: 98	F: 1.2	G: 97	H: x	I: 98	J: 97	K: 3

Cc1cc(NC(=O)CCS(=O)(=O)c2nc(-c3ccccc3)cc(C(F)(F)F)n2)no1
  A: 22	B: 15	C: 104	D: 100	E: 103	F: 0.5	G: 106	H: 16	I: 102	J: 102	K: 7

Cc1ccc(-n2c(Cc3cccn3C)nnc2SCC(=O)NCc2ccc3c(c2)OCO3)cc1
  A: 4	B: 6	C: 100	D: 97	E: 100	F: 0.3	G: 100	H: x	I: 101	J: 100	K: 2

C=CCn1cccc(C(=O)Nc2cc(OC)ccc2OC)c1=O
  A: 28	B: 22	C: 97	D: 98	E: 99	F: 1.0	G: 99	H: 5	I: 94	J: 100	K: 4

COc1cccc(C2CC(c3ccc(F)cc3)Nc3nc(N)nn32)c1 (stereo not given)
  A: 14	B: 3	C: 96	D: 93	E: 95	F: 0.3	G: 95	H: x	I: 95	J: 93	K: 2

c1ccc(Nc2cccc(Nc3ccccc3)c2)cc1
  A: 88*	B: 13	C: 98	D: 100	E: 97	F: 0.3	G: 98	H: -4	I: 99	J: 102	K: 5

CCc1ccc(C2C3=C(CCCC3=O)OC3=C2C(=O)CCC3)cc1
  A: 7	B: 10	C: 99	D: 97	E: 100	F: 4.9	G: 94	H: x	I: 98	J: 100	K: 15

CCOC(=O)C1CCCN(Cc2nc(N)nc(Nc3ccc(C)cc3)n2)C1 (stereo not given)
  A: -5	B: 8	C: 98	D: 97	E: 98	F: 0.3	G: 97	H: x	I: 97	J: 97	K: 0

COc1ccc2c(c1)c1nnc(SCC(=O)N3C(C)CCCC3C)nc1n2C (stereo not given)
  A: 12	B: 23	C: 93	D: 94	E: 91	F: 2.6	G: 94	H: -21	I: 92	J: 89	K: 7

COC(=O)c1sc(-c2ccccc2)cc1NC(C)=O
  A: 9	B: 27	C: 95	D: 92	E: 93	F: 0.1	G: 102	H: -8	I: 96	J: 91	K: 0

CCOc1ccc(OC(=O)c2cccnc2)cc1
  A: -14	B: 20	C: 100	D: 99	E: 105	F: -0.2	G: 100	H: x	I: 99	J: 103	K: 7

Cc1[nH]nc2c1C1(C(=O)N(Cc3ccc(Cl)cc3)c3ccccc31)C(C#N)=C(N)O2 (stereo not given)
  A: 2	B: 24	C: 97	D: 97	E: 97	F: -0.1	G: 95	H: x	I: 96	J: 98	K: 0

O=C(NC1CCCCC1)N1CCCC(c2nc(-c3cccs3)no2)C1 (stereo not given)
  A: 11	B: 10	C: 104	D: 102	E: 106	F: 0.4	G: 100	H: x	I: 104	J: 104	K: 4

CCn1nc(C)c(/C=N/NC(=O)Cn2nc(C)cc2C)c1C
  A: -7	B: 14	C: 101	D: 101	E: 107	F: 0.0	G: 101	H: x	I: 103	J: 101	K: 0

C/C(CC(=O)Nc1cc(Cl)ccc1Cl)=N\NC(=O)c1ccco1
  A: -13	B: 8	C: 101	D: 101	E: 102	F: -0.1	G: 104	H: x	I: 104	J: 105	K: 0

# In a second layout: entries from further up.
c1ccc(Nc2cccc(Nc3ccccc3)c2)cc1
  Mcl1-Noxa inh = 88*
  Avidin bead fluor = 13
  Rab2A wt mod = 98
  Rac1 mut GTP = 100
  Cdc42 wt GTP = 97
  ABCB1 block = 0.3
  Rab7 wt GTP bind = 98
  Pf gametocyte = -4
  HRas wt GTP bind = 99
  Rac1 wt modul = 102
  ABCG2 block = 5
CCc1ccc(C2C3=C(CCCC3=O)OC3=C2C(=O)CCC3)cc1
  Mcl1-Noxa inh = 7
  Avidin bead fluor = 10
  Rab2A wt mod = 99
  Rac1 mut GTP = 97
  Cdc42 wt GTP = 100
  ABCB1 block = 4.9
  Rab7 wt GTP bind = 94
  Pf gametocyte = x
  HRas wt GTP bind = 98
  Rac1 wt modul = 100
  ABCG2 block = 15
CCOC(=O)C1CCCN(Cc2nc(N)nc(Nc3ccc(C)cc3)n2)C1 (stereo not given)
  Mcl1-Noxa inh = -5
  Avidin bead fluor = 8
  Rab2A wt mod = 98
  Rac1 mut GTP = 97
  Cdc42 wt GTP = 98
  ABCB1 block = 0.3
  Rab7 wt GTP bind = 97
  Pf gametocyte = x
  HRas wt GTP bind = 97
  Rac1 wt modul = 97
  ABCG2 block = 0
COc1ccc2c(c1)c1nnc(SCC(=O)N3C(C)CCCC3C)nc1n2C (stereo not given)
  Mcl1-Noxa inh = 12
  Avidin bead fluor = 23
  Rab2A wt mod = 93
  Rac1 mut GTP = 94
  Cdc42 wt GTP = 91
  ABCB1 block = 2.6
  Rab7 wt GTP bind = 94
  Pf gametocyte = -21
  HRas wt GTP bind = 92
  Rac1 wt modul = 89
  ABCG2 block = 7

# Other compounds.
# Field names: A = Mcl1-Noxa inh; B = Avidin bead fluor; C = Rab2A wt mod; D = Rac1 mut GTP; E = Cdc42 wt GTP; F = ABCB1 block; G = Rab7 wt GTP bind; H = Pf gametocyte; I = HRas wt GTP bind; J = Rac1 wt modul; K = ABCG2 block
COc1ccc(-c2csc(Nc3ccc(C)cn3)n2)cc1OC
  A: 18	B: 9	C: 99	D: 95	E: 93	F: -0.2	G: 101	H: -24	I: 97	J: 98	K: 1

Cc1c(Cl)cnc(NC(=O)COC(=O)c2ccc3c(c2)OCO3)c1Cl
  A: 25	B: 9	C: 92	D: 97	E: 96	F: 0.3	G: 95	H: -1	I: 96	J: 103	K: 1

COc1cc(/C=C/C(=O)N2C(=O)c3cccc(N)c3C2=O)cc(OC)c1OC
  A: 11	B: 16	C: 98	D: 96	E: 98	F: -0.5	G: 97	H: 2	I: 97	J: 103	K: 58

COCCNCCOCCOc1ccc(Cl)c(C)c1
  A: 26	B: 8	C: 99	D: 103	E: 103	F: 0.6	G: 99	H: x	I: 101	J: 105	K: 2

O=C(NCc1ccccn1)[C@H]1C[C@@H]1[C@H](NP(=O)(c1ccccc1)c1ccccc1)c1ccccc1
  A: 30	B: 10	C: 99	D: 98	E: 103	F: 0.0	G: 98	H: -14	I: 99	J: 102	K: 0

C/C(N)=C(/C#N)C(=O)CSc1nnc(SCc2ccc(Cl)cc2)s1
  A: 2	B: 24	C: 95	D: 93	E: 92	F: -0.2	G: 99	H: x	I: 95	J: 98	K: -1

COC(=O)C(CCSC)NC(=O)CNC(=O)C1CCCCC1 (stereo not given)
  A: -14	B: 12	C: 101	D: 102	E: 102	F: 0.1	G: 97	H: x	I: 99	J: 105	K: 0

CN(C)S(=O)(=O)c1cccc(NC(=S)NCc2ccc3c(c2)OCO3)c1
  A: 24	B: 23	C: 99	D: 95	E: 96	F: 0.9	G: 104	H: 1	I: 101	J: 106	K: 3

COCCCN1C(=O)c2ccc(C(=O)OCC(=O)NCCc3ccccc3)cc2C1=O
  A: 6	B: 7	C: 97	D: 93	E: 90	F: 0.6	G: 99	H: 2	I: 95	J: 93	K: 6

Cc1cccc(NC(=O)c2ccc([N+](=O)[O-])cc2Cl)n1
  A: 9	B: 10	C: u	D: u	E: u	F: 0.3	G: u	H: x	I: u	J: u	K: 9

COc1ccc(NS(=O)(=O)c2ccc(Oc3cccc(C(=O)O)c3)cc2)cc1
  A: 6	B: 8	C: 92	D: 93	E: 93	F: 0.0	G: 93	H: -15	I: 93	J: 92	K: 1

O=C(NC1(C(F)(F)F)C(=O)Nc2c1c(=O)[nH]c(=O)n2Cc1ccco1)C1CC1 (stereo not given)
  A: 21	B: 32	C: 100	D: 100	E: 103	F: 0.7	G: 99	H: x	I: 101	J: 105	K: 3

Cc1cc(C)n(-c2nc3ccccc3nc2N2CCN(C(=O)c3ccc(Cl)cc3)CC2)n1
  A: 4	B: 14	C: 100	D: 101	E: 103	F: 9.1	G: 100	H: -13	I: 101	J: 106	K: 11

Fc1cccc(/C=N/Nc2ncnc3nc[nH]c23)c1
  A: 0	B: 5	C: 97	D: 93	E: 97	F: 0.0	G: 98	H: x	I: 98	J: 97	K: 1

Cc1ccc(S(=O)(=O)Nc2ccc3c(c2)CCC3)cc1
  A: -4	B: 6	C: 100	D: 98	E: 102	F: 0.0	G: 101	H: x	I: 101	J: 102	K: 0

C#CCOC(=O)C(NC(=O)c1ccccc1)=C(C)C
  A: 9	B: 0	C: 98	D: 97	E: 99	F: 0.8	G: 98	H: 12	I: 100	J: 98	K: 4

COc1ccc(-n2sc3c(c2=S)-c2cc(OC)ccc2NC3(C)C)cc1
  A: 22	B: 6	C: 95	D: 93	E: 94	F: -0.3	G: 96	H: -1	I: 94	J: 93	K: -1

Cc1c(C(=O)N2CCN(c3cccc(Cl)c3)CC2)cccc1[N+](=O)[O-]
  A: 7	B: 5	C: 98	D: 95	E: 95	F: 1.3	G: 95	H: -6	I: 97	J: 95	K: 2

COCC(=O)N/N=C/c1c(C)[nH]n(-c2ccccc2)c1=O
  A: 29	B: 7	C: 99	D: 96	E: 102	F: 0.6	G: 100	H: x	I: 97	J: 103	K: 1

COc1ccc2cc(C(=O)N3CCCCCC3)sc(=O)c2c1OC
  A: -10	B: 8	C: 95	D: 95	E: 99	F: 2.2	G: 95	H: 20	I: 98	J: 102	K: 41

S=c1[nH]ncn1NCc1ccc(Cl)cc1Cl
  A: 8	B: 9	C: 96	D: 94	E: 97	F: 1.8	G: 104	H: -29	I: 97	J: 101	K: 24

COC(=O)c1cc([N+](=O)[O-])c(-n2cncn2)c([N+](=O)[O-])c1
  A: 34	B: 12	C: 96	D: 92	E: 94	F: 0.8	G: 97	H: -14	I: 95	J: 92	K: 3

O=C(Nc1ccc(Br)cn1)c1ccc([N+](=O)[O-])cc1Cl
  A: -5	B: 5	C: 99	D: 95	E: 95	F: 0.2	G: 98	H: -13	I: 98	J: 101	K: 5

O=C(CNc1cccc2ccccc12)N/N=C/C=C/c1ccco1
  A: 20	B: 6	C: 96	D: 92	E: 92	F: 0.0	G: 106	H: -13	I: 93	J: 94	K: 0

COc1cccc(-n2nc3c(-n4ncc(C#N)c4N)nnc(C)c3c2C)c1
  A: 26	B: 7	C: 97	D: 99	E: 101	F: 1.4	G: 98	H: -6	I: 98	J: 101	K: 11

Cc1cccc(C)c1NC(=O)COC(=O)CCc1ccc(S(=O)(=O)N2CCCCC2)cc1
  A: 3	B: 12	C: 97	D: 99	E: 100	F: 0.6	G: 95	H: 16	I: 97	J: 103	K: 2
